High-throughput results: PubChem, National Center for Advancing Translational Sciences (NCATS)
rTrxR1 inhibitor = qHTS Assay for Inhibitors of Mammalian Selenoprotein Thioredoxin Reductase 1 (TrxR1): qHTS. Thioredoxin reductase 1, cytoplasmic (Rattus norvegicus), O89049. recombinant rTrxR1, NADPH fluorescence consumption, selenite substrate. Potency, µM (top dose mostly 114 µM), without a hit: top-dose activity change, negative = inhibition, actives largely listed as inhibitors. 390,000 tested, 1% active; also: potency is read from the fitted curve at half-maximal effect; % is scaled to controls: 0 for no effect and ±100 for the full control effect; nearly all actives have a fitted effect of over 65% in size
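Rat TrxR1 (90 nM in the dispensed reagent) was pre-reduced with 400 uM NADPH for 5 min at room temperature, then incubated with compound for 15 min. After 400 uM selenite was added, NADPH fluorescence (Ex 340/Em 450 nm) was followed for 8 min.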
D2 agonist = HTS Assay for Allosteric Agonists of the Human D2 Dopamine Receptor: Primary Screen for Agonists; D(2) dopamine receptor (Homo sapiens), P14416; HEK293 T-REx D2 cells, calcium flux agonist mode; activation, % at 2 µM; 340,000 tested, 0.53% active;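 active = activation over 3 SD above normal in the single-dose calcium agonist read, cut at about 30% in these data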; also: 0% is about no effect
Target sequence (P14416 whole entry, looked up): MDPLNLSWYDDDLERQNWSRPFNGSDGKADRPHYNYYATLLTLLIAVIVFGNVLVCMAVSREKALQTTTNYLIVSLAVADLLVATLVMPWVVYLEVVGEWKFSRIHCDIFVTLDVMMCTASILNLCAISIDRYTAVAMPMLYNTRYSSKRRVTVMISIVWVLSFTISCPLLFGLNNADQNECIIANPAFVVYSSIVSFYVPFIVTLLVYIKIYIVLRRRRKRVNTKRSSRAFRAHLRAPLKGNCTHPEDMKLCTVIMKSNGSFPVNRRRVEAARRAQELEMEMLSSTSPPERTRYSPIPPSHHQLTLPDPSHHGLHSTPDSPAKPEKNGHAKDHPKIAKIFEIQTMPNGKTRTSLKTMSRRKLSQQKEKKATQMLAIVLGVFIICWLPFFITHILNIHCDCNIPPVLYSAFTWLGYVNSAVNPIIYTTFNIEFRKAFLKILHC
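Agonism scored from kinetic calcium signal (1 read/sec, 180 s) following compound pin transfer, after a 10 s baseline. Cells: HEK293 Trex line expressing inducible D2 receptor coupled to calcium, dye-loaded after overnight culture at 30 C.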
USP1-UAF1 inh = Inhibitors of USP1/UAF1: Primary Screen; Ubiquitin carboxyl-terminal hydrolase 1 (Homo sapiens), O94782; Potency, µM (highest dose often 57.1 µM), inactives show at the highest dose activity change, negative = inhibition, usual class: inhibitors; 390,000 tested, 0.23% active; recombinant USP1/UAF1, Ub-Rhodamine cleavage fluorescence; AID 743255, 2014; also: potency is read from the fitted curve at half-maximal effect; % is scaled to controls: 0 for no effect and ±100 for the full control effect; nearly all actives have a fitted effect of over 60% in size; inactives centre near -12
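USP1/UAF1 complex at 1 nM was preincubated with compound for 15 min at room temperature, then Ub-Rho substrate (150nM final) was added. Fluorescence (480/540 nm) was read kinetically, 6 reads every 60 seconds.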
IDH1 R132H inh = qHTS for Inhibitors of mutant isocitrate dehydrogenase 1 (IDH1): qHTS; Isocitrate dehydrogenase [NADP] cytoplasmic (Homo sapiens), O75874; IDH1-R132H enzyme, NADPH consumption, diaphorase/resazurin fluorescence; Potency, µM (highest dose often 76.6 µM), for inactives: at the top dose activity change, negative = inhibition, usual class: inhibitors; 390,000 tested, 0.093% active; AID 602179, 2012; also: potency is read from the fitted curve at half-maximal effect; % is scaled to controls: 0 for no effect and ±100 for the full control effect; nearly all actives have a fitted effect of over 65% in size
Target sequence (O75874 whole entry R132H, stated change not applied): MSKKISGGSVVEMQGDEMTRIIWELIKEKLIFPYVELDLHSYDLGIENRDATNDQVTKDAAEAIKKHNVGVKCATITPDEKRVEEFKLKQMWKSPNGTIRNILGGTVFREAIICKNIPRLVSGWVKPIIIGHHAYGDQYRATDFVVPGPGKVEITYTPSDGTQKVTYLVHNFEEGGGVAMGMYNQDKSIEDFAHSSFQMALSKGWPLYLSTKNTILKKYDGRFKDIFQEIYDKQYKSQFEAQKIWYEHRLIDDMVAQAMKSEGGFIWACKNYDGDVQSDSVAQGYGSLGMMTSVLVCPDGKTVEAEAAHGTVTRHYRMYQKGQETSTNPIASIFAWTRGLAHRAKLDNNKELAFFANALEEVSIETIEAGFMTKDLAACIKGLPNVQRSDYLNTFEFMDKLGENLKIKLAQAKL
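IDH1-R132H (0.5 ug/mL dispensed) in pH 7.5 Tris buffer was preincubated 30 min with compound, then given a substrate mix of 0.016 mM NADPH and 2 mM alpha-KG for 80 min at room temperature; remaining NADPH was read by diaphorase/resazurin fluorescence.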
TRHR agonist = qHTS for Small Molecule Agonists and Allosteric Enhancers of Human TRH Receptor: Primary Screen for Agonists | Thyrotropin-releasing hormone receptor (Homo sapiens), P34981 | TRHR cells, calcium flux fluo-8, FDSS agonist mode | activation, % at 2 µM | 360,000 tested, 0.18% active | AID 493084, 2011; in the data active = activation above about 30%; also: 0% is about no effect
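Agonist-mode FDSS calcium read (Ex 480/Em 530, 1 s cycles) in 1536-well TRHR cells with fluo-8 dye, after 10-cycle baseline and 23 nL compound addition; TRH at EC20 (10 nM final) added afterwards for the enhancer phase.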
TRHR enhancer = qHTS for Small Molecule Agonists and Allosteric Enhancers of Human TRH Receptor: Primary Screen for Enhancers; Thyrotropin-releasing hormone receptor (Homo sapiens), P34981; enhancement, % at 2 µM; TRHR cells, fluo-8 calcium fluorescence, EC20 TRH enhancement; 360,000 tested, 0.66% active; in the data active = enhancement above about 30%; also: 0% is about no effect
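Enhancer read-out: after compound pinning and an initial kinetic agonist-mode read, an EC20 of TRH (10 nM final) was injected and fluo-8 calcium signal (Ex 480/Em 530) followed at 1 s/cycle for 100 cycles in TRHR-expressing cells.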
TrxR1 substrate = qHTS Assay for Substrates of Mammalian Selenoprotein Thioredoxin Reductase 1 (TrxR1): qHTS; Potency, µM (titrated, usually from 114 µM), for the others: at the highest dose activity change, negative = substrate turnover; 390,000 tested, 0.01% active; Thioredoxin reductase 1, cytoplasmic (Rattus norvegicus), O89049; purified TrxR1 substrate turnover, NADPH consumption readout; AID 588456, 2011; also: potency is read from the fitted curve at half-maximal effect; % is scaled to controls: 0 for no effect and ±100 for the full control effect; nearly all actives have a fitted effect of over 50% in size
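Rat TrxR1, dispensed at 90 nM, was prereduced with 400 uM NADPH (final) for 5 min at ~22 deg C, then incubated with compound 15 min before 400 uM selenite. A first-read NADPH fluorescence drop versus no-compound background flagged substrates.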
D2 antagonist = HTS Assay for Allosteric Antagonists of the Human D2 Dopamine Receptor: Primary Screen for Antagonists | D(2) dopamine receptor (Homo sapiens), P14416 | HEK293 TREx D2 cells, calcium flux, dopamine EC80 | inhibition, % at 10 µM | 340,000 tested, 2% active; in the data active = inhibition above about 30%; also: 0% is about no effect
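Compounds are added to dye-loaded, induced HEK293 T-REx cells coupled to calcium release via D2; after a 3 min kinetic read an EC80 dopamine stimulus is given and fluorescence is recorded for 3 more min.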
PI4K2A block = qHTS for small molecular inhibitors of PI4K2A; Phosphatidylinositol 4-kinase type 2-alpha (Homo sapiens), Q9BTU6; purified PI4K2A, ADP-Glo luminescence, 1 h; active compounds read low; activity change, negative = inhibition, % at 76.9 µM; 420,000 tested, 0.13% active; in the data active = activity change below about -50%; inconclusive = mostly about -30% to -49%;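 also: -100% = wells without enzyme as full effect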
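ADP-Glo luminescence measured ADP generated by PI4K2A enzyme (4 ug/mL before mixing) with 1.2 mM PI substrate (pre-mix) and 300 microM ATP (pre-mix). Tris pH7.5 buffer with MgCl2, Triton X-100; 1 h reaction at ambient temperature.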
* marks the source's active call; other numbers are inactive results; u = inconclusive; x = no result given; [ ] = another dose, or the depositor's remark. Unless noted, calls follow the shape of the dose curve; as a rule, active = well fitted inhibition curve with a large enough effect; inconclusive = small, poorly fitted or top-dose-only effect; inactive = no such curve, though single readings can be large or run the other way.

A first look, two compounds:
compound | rTrxR1 inhibitor | D2 agonist | USP1-UAF1 inh | IDH1 R132H inh | TRHR agonist | TRHR enhancer | TrxR1 substrate | D2 antagonist | PI4K2A block
Cn1cc(S(=O)(=O)N2CCCC2)cc1C(=O)NCc1ccccc1 | 10%[57.1 µM] | 0.2 | -26% | 2% | -0.2 | 1 | 10%[57.1 µM] | -8 | -3
CCOC(=O)c1c(NC(=O)COC(=O)CCOc2cc(C)ccc2C)sc(C(=O)N(C)C)c1C | -12% | x | -23% | 5% | x | x | -8% | x | -3

This part in full (from the top)
compound | rTrxR1 inhibitor | D2 agonist | USP1-UAF1 inh | IDH1 R132H inh | TRHR agonist | TRHR enhancer | TrxR1 substrate | D2 antagonist | PI4K2A block
Cn1cc(S(=O)(=O)N2CCCC2)cc1C(=O)NCc1ccccc1 | 10%[57.1 µM] | 0.2 | -26% | 2% | -0.2 | 1 | 10%[57.1 µM] | -8 | -3
CCOC(=O)c1c(NC(=O)COC(=O)CCOc2cc(C)ccc2C)sc(C(=O)N(C)C)c1C | -12% | x | -23% | 5% | x | x | -8% | x | -3
CO[C@H]1C=CO[C@@]2(C)Oc3c(C)c(O)c4c(O)c(c(C=NN5CCN(C)CC5)c(O)c4c3C2=O)NC(=O)C(C)=CC=C[C@H](C)[C@H](O)[C@@H](C)[C@@H](O)[C@@H](C)[C@H](OC(C)=O)[C@@H]1C | 1% | -1.0 | -23% | -12% | 1.6 | 3 | -10% | -27 | -17
CCc1nn(C(C)C(=O)NCCN2CCN(c3cccc(C)c3C)CC2)c(=O)c2cc3occc3n12 (centres undefined) | -15% | 2.6 | -12% | 3% | 0.1 | -5 | -13% | 52* | -4
CCC1CN(C(=O)N2CCC(C(=O)NCCc3ccccc3OC)CC2)c2ccccc2O1 (centres undefined) | 6% | -0.9 | -9% | -7% | -0.4 | -9 | -10% | 5 | 1
Cc1ccc(N2C(N)=C(C#N)C(c3cccnc3)C3=C2CC(C)(C)CC3=O)cc1 (centres undefined) | -23%[57.1 µM] | 0.4 | -8% | -3% | 0.2 | 7 | 8%[57.1 µM] | -4 | 3
CCC1(C)Cc2c(sc(NC(=S)NC(=O)c3ccccc3)c2C#N)CO1 (centres undefined) | u | 1.1 | -10% | 0% | -1.1 | 7 | 5%[57.1 µM] | -12 | 0
OC(CNCc1ccc(F)cc1)(c1ccccc1)c1ccc(F)cc1 (centres undefined) | 0% | x | -12% | 4% | x | x | -1% | x | 7
CCn1c(CNC(=O)c2cccc(C)c2)nnc1SCC(=O)NC1=NCCS1 | 10% | -2.8 | 1% | 12% | 1.1 | 4 | 1% | 4 | 4
CC1(C)NC(=O)N(CC(O)Cn2nnc3ccccc32)C1=O (centres undefined) | 8%[57.1 µM] | -0.3 | -15% | -4% | 0.1 | 51* | -2%[57.1 µM] | 14 | -8
Cc1c(C(=O)NCc2ccc(F)cc2)c(-c2ccccc2)nn1-c1ccccc1 | 11%[57.1 µM] | -0.2 | 0% | 3% | -0.8 | -8 | 6% | -10 | -2
CCOc1ccc(N(CC(=O)NCCCOC)S(C)(=O)=O)cc1 | -4% | -0.8 | -1% | 3% | -1.9 | 20 | -8% | -12 | -7
COc1cc(/C=N/Nc2cccc(C)c2)ccc1OC(=O)c1ccco1 | -3% | 0.2 | -11% | 0% | -0.4 | 2 | -1% | -10 | 0
Cc1ccccc1N1CCN(S(=O)(=O)c2nnc(NC(=O)c3ccccc3)s2)CC1 | 0% | 0.1 | -10% | 24% | 0.5 | -1 | 7%[11.4 µM] | x | -3
Fc1ccc(-c2cc3nc(-c4ccccc4)cc(N4CCOCC4)n3n2)cc1 | 51%[activator] | -0.1 | -9% | -1% | 0.0 | -13 | 85%[activator] | 8 | 11
Nc1cccc(CP(=O)(c2ccccc2)c2ccccc2)c1 | 1% | 0.8 | -3% | 1% | 0.3 | 31* | 1% | -4 | -3
CCOc1ccc(NS(=O)(=O)c2ccc(-c3ccc(=O)[nH]n3)o2)cc1 | 18% | 0.6 | -5% | -12% | 0.1 | 0 | -2% | 7 | -3
N#CCC1c2ccccc2CCN1C(=O)Nc1cccc(Cl)c1 (centres undefined) | 9% | -0.5 | u | 0% | 0.4 | -3 | -4% | 8 | 5
O=C(COc1ccccc1F)Nc1ccc2[nH]c(=O)[nH]c2c1 | 2% | 0.4 | -22% | 10% | 0.2 | -6 | -2% | 4 | -3
Cn1c(=O)[nH]c(=O)c2c1nc(N(CCO)Cc1ccccc1)n2CCCc1ccccc1 | 2% | -0.4 | 1% | -2% | 0.6 | 5 | -2% | -2 | -5
CC(C)NC(=O)c1cnc2sc(N3CCCCCC3)nn2c1=O | 11%[57.1 µM] | -1.8 | -1% | -8% | 0.4 | -4 | 54%[activator][57.1 µM] | x | -5
CS(=O)(=O)c1ccc(Cl)c(NC(=O)CSc2nnc(-c3cccs3)n2N)c1 | 9% | -0.1 | -11% | 1% | 0.3 | -1 | 4% | -3 | 1
Cc1ccc(CN(C)C(=O)CN2C(=O)NC3(CCCC3)C2=O)o1 | u | 0.3 | -15% | -3% | 0.1 | 4 | 4% | -22 | -3
COc1cc(Cl)c(C)cc1NC(=O)CCc1c(C)nc2c3cccnc3nn2c1C | -4% | -1.0 | 6% | 2% | -0.2 | -3 | 19% | x | 0
CCOc1ncccc1C(=O)OCC(=O)Nc1nnc(-c2ccccc2)o1 | 4%[57.1 µM] | -0.2 | -19% | -3% | 0.3 | 2 | 2%[57.1 µM] | 0 | 1
CC1(C)Cc2c(sc3nnn(Cc4ccc(Cl)cc4)c(=O)c23)CO1 | 10% | 0.5 | -18% | 1% | 0.9 | 1 | 6%[0.457 µM] | 15 | -1
O=C(CCCCn1c(=O)c2ccccc2n(Cc2ccccc2Cl)c1=O)NCc1ccc2c(c1)OCO2 | 15% | x | -23% | 3% | -0.9 | 2 | 0% | x | 1
Cc1c(Cl)cccc1NC(=O)CCn1nc(C)c2c(C)n(-c3ccccc3)nc2c1=O | 42%[activator] | 0.2 | 13% | 0% | 0.1 | 4 | 8% | x | 4
CCN(c1ccccc1)S(=O)(=O)c1ccc2[nH]c(=O)[nH]c2c1 | 10%[57.1 µM] | x | 1% | -2% | 0.6 | 7 | 6%[57.1 µM] | x | 0
COc1ccc(-c2nc3c(-c4ccccc4)cnn3cc2C)cc1F | 29%[57.1 µM] | -0.8 | -2% | 9% | -0.4 | 2 | -5% | -25 | 2
Cc1ccc(-c2cn(-c3cccc(Cl)c3)c(S(=O)(=O)CC(=O)Nc3cccc(C)c3)n2)cc1 | -13% | 1.4 | -4% | 0% | 0.2 | -5 | -12% | x | -4
S=C(NCCc1ccccc1)NCCN1CCOCC1 | 12% | 0.2 | -15% | -12% | 0.2 | 10 | 9% | -12 | 0
NS(=O)(=O)c1ccc(CNC(=O)C2(c3ccc(Cl)cc3)CC2)cc1 | 9%[57.1 µM] | 6.7 | -9% | 4% | 0.1 | -2 | 5%[57.1 µM] | -8 | -1
O=C(NCCN1C(=O)S/C(=C\c2ccc(OC(F)F)cc2)C1=O)c1cnccn1 | -4% | -0.5 | -7% | 4% | 0.6 | -2 | -7% | 2 | -3
O=C(/C=C/c1cc2c(cc1Br)OCO2)NCc1ccc(F)cc1 | 8%[57.1 µM] | 0.5 | -6% | 3% | 0.7 | -4 | 11%[57.1 µM] | -3 | -5
Cn1c(SCC(=O)N2CCOCC2)nc2sc3c(c2c1=O)CCCC3 | 5% | -0.1 | -18% | 0% | -0.3 | -8 | 2% | 5 | -5
COc1ccc(C2C(C(C)=O)=C(O)C(=O)N2c2nccs2)c(OC)c1 (centres undefined) | u | 0.4 | -8% | -2% | 0.5 | -5 | -11% | -2 | -2
CCOC(=O)N1CCN(S(=O)(=O)c2ccc3[nH]c(=O)sc3c2)CC1 | 7%[57.1 µM] | 0.2 | -16% | 4% | 0.0 | 5 | -2%[57.1 µM] | -1 | 1
CN(C)/C=N/c1ncnc2c1cnn2-c1ccc(C(F)(F)F)cn1 | u | 1.1 | 6% | 8% | 0.4 | 5 | -12% | -4 | -5
Cc1cccc(OCc2nc3ccccc3n2C)c1 | 14% | -1.9 | -24% | 2% | -0.8 | -3 | -2% | -1 | -8
COc1cc(/C=N/N=C2/C(=O)Nc3ccccc32)cc(OC)c1O | -17% | 0.1 | -18% | 7% | -0.6 | 1 | -17% | -4 | -2
COc1ccc(OC)c(CN2CCC(C(=O)N(C)CCc3ccc(OC)c(OC)c3)CC2)c1 | 17% | 0.5 | -18% | 12% | -1.0 | -13 | -1% | 0 | -1
Nn1c(SCC(=O)NCCCc2ccccc2)nnc1-c1cccnc1 | 13% | 0.1 | -22% | -2% | -0.7 | 1 | 5% | -13 | -5
COc1ccc(-n2nc3c(c2NC(=O)C24CC5CC(CC(C5)C2)C4)CS(=O)C3)cc1 (centres undefined) | 11% | 0.8 | -26% | 6% | 1.4 | 6 | -6% | -7 | -7
N#Cc1ccc(C(=O)Nc2cccc(S(=O)(=O)NC3=NCCC3)c2)cc1 | 6% | x | -7% | -2% | x | x | 0% | x | 1
